Source: PubChem
Pf growth 48h – Primary qHTS for delayed death inhibitors of the malarial parasite plastid, 48 hour incubation. P. falciparum luciferase growth in erythrocytes, 48 h. Potency, µM (titrated, usually from 28.7 µM), inactives show at the highest dose activity change, negative = inhibition, actives largely listed as inhibitors. 310,000 compounds, 5.9% hits. AID 504832, 2011; further: potency means the concentration at half of the fitted maximal effect; on the % scale 0 is the no-effect control and ±100 the full control effect
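Parasite viability was followed by luminescence of a genomically integrated firefly luciferase. Cultures held 0.1% parasitemia at 2% hematocrit (final), incubated under 5% CO2 at 37 C.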
Cycloheximide cs – Cycloheximide Counterscreen for Small Molecule Inhibitors of Shiga Toxin; cell reporter, cycloheximide protein synthesis inhibition counterscreen; AID 2314, 2010; 300,000 compounds, 12% hits; max response, %; in the data active means max response mostly above about 13%, no sharp cut-off; inactive means mostly below about 14%; further: read at 38.3 µM for the half of the compounds with a filed dose; 0% is about no effect
Giardia FBPA inh – qHTS Assay for Inhibitors of Fructose-1,6-bisphosphate Aldolase from Giardia Lamblia. A8B2U2. purified Giardia FBPA. Potency, µM (top dose mostly 59.6 µM), inactives show top-dose activity, negative = inhibition, usual class: inhibitors. 290,000 compounds, 0.71% hits. AID 2451, 2010; further: potency means the concentration at half of the fitted maximal effect; on the % scale 0 is the no-effect control and ±100 the full control effect; nearly all actives have a fitted effect of over 55% in size
Target sequence (A8B2U2 whole entry, looked up): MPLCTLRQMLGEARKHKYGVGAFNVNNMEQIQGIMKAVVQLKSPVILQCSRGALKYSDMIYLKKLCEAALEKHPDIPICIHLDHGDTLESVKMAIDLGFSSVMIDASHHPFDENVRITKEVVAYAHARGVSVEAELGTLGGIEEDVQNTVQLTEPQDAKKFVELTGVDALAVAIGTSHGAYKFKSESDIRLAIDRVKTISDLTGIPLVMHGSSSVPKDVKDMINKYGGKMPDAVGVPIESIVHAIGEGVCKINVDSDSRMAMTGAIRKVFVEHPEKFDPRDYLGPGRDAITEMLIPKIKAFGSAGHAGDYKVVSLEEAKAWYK
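Giardia FBPA (40 nM reagent) was preincubated 10 min at RT with compound (up to 57.5 uM final), then substrate plus GAPDH/TPI/NAD/arsenate coupling system with diaphorase/resazurin was added; resorufin fluorescence (525/598 nm) was read after 20 min.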
Pf growth 96h – Primary qHTS for delayed death inhibitors of the malarial parasite plastid, 96 hour incubation | P. falciparum luciferase reporter growth, 96 h | Potency, µM (top dose mostly 28.7 µM), inactives show at the highest dose activity change, negative = inhibition, actives largely listed as inhibitors | 320,000 compounds, 6.9% hits; further: potency means the concentration at half of the fitted maximal effect; on the % scale 0 is the no-effect control and ±100 the full control effect
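Delayed-death screen, second-generation endpoint: infected erythrocytes, 2% hematocrit, 0.05% parasitemia final; 96 hours at 37 C, 5% CO2; luciferase detection reagent; luminescence decrease equals reduced growth.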
Sm TGR block – qHTS Assay for the Inhibitors of Schistosoma Mansoni Peroxiredoxins. Schistosoma mansoni thioredoxin glutathione reductase (TGR), Q962Y6. purified TGR, DTNB reduction, TNB absorbance 405 nm. Potency, µM (doses to about 114 µM), for inactives: top-dose activity change, negative = inhibition, usual class: inhibitors. 360,000 compounds, 3% hits. AID 485364, 2010; further: potency means the concentration at half of the fitted maximal effect; on the % scale 0 is the no-effect control and ±100 the full control effect; nearly all actives have a fitted effect of over 60% in size
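TGR 20 nM + NADPH 100 uM (dispensed conc.), cpd preinc 15 min RT; start with NADPH (500 uM addition) then DTNB (15 mM addition). Kinetic TNB absorbance, 405 nm filter. Four-parameter Hill fit across titration.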
Shiga toxin inh – A qHTS for Small Molecule Inhibitors of Shiga Toxin. Vero cells, Shiga toxin protein synthesis inhibition reporter. inhibition, % at 38.7 µM. 290,000 compounds, 9.2% hits. AID 2315, 2010; in the data active means inhibition mostly above about 28%, no sharp cut-off; inactive means mostly below about 43%; further: 0% is about no effect
The depositor's hits bear a star; ? = inconclusive; . = no result given; & = joins results of further samples; [ ] = dose if it differs, or a comment. Unless noted, the call rests on the fitted dose curve; in most records, active means well fitted curve in the direction sought with a large enough effect; inconclusive means small, poorly fitted or top-dose-only effect, or another doubt; inactive means no such curve, though single readings can be large; an effect the other way counts as inactive or inconclusive. Compounds as they come. About 24% of those tested had a hit in this group.

Letters – A = Pf growth 48h; B = Cycloheximide cs; C = Giardia FBPA inh; D = Pf growth 96h; E = Sm TGR block; F = Shiga toxin inh
Cc1ccc(NS(=O)(=O)c2ccc3[nH]c(=O)oc3c2)cc1Cl
  A: ?; B: .; C: .; D: -10%; E: -22%; F: .

O=C(NCc1ccccc1Cl)c1cc(=O)[nH]c2ccccc12
  A: 2%; B: -1; C: 6%; D: 8%; E: 50µM*; F: 3

COc1ccc(S(=O)(=O)N2CCC(C(=O)Nc3cccc(C(C)=O)c3)CC2)cc1
  A: 12µM*; B: 1; C: -1%; D: ?; E: -2%; F: -3

Nc1ccc2nn(-c3cccc4ccccc34)nc2c1
  A: ?; B: 2; C: ?; D: .; E: 4%; F: 49*

O=c1[nH]oc2c1CCNC2
  A: 7%&-2%; B: .; C: -3%; D: ?; E: -22%; F: .

Cc1ccccc1NC(=O)OCc1cccnc1Oc1ccc(Cl)cc1
  A: ?; B: 1; C: -8%; D: ?; E: 2%; F: 17

Cc1ccc(-c2nc3ccccc3s2)cc1S(=O)(=O)N1CCCC1
  A: .; B: 30*; C: 0%; D: ?; E: -1%; F: 43

CCOc1ccccc1NC(=O)C1CCC(CNc2c(N3CCOCC3)c(=O)c2=O)CC1 (stereo unspecified)
  A: -3%; B: -2; C: 0%; D: -10%; E: -14%; F: -3

COc1ccc(NC(=O)C2C3CCC(C3)C2C(=O)O)cc1OC (stereo unspecified)
  A: 18%; B: -4; C: -29%; D: 9%; E: 11%; F: 2

CC(C)(C)NC(=O)C1c2ccccc2Oc2ccccc21
  A: 53%[activator]; B: 9; C: 6%; D: ?; E: 3%; F: -1

Reprinted from the part before: two compounds; new compounds follow.
Letters – A = Pf growth 48h; B = Cycloheximide cs; C = Giardia FBPA inh; D = Pf growth 96h; E = Sm TGR block; F = Shiga toxin inh
COc1ccc(NC(=O)C2C3CCC(C3)C2C(=O)O)cc1OC (stereo unspecified)
  A: 18%; B: -4; C: -29%; D: 9%; E: 11%; F: 2

CC(C)(C)NC(=O)C1c2ccccc2Oc2ccccc21
  A: 53%[activator]; B: 9; C: 6%; D: ?; E: 3%; F: -1

COc1ccc(C2Nc3ccccc3C(=O)N2NC(C)=O)cc1OC (stereo unspecified)
  A: 22%; B: 12; C: -2%; D: 124%[activator]; E: -3%; F: 28

O=C1CNC(=S)N1c1nc(-c2ccccc2)cs1
  A: 72%[activator]; B: 23*; C: -3%; D: 68%[activator]; E: -12%; F: 39*

CC(C)c1ccc(NC(=O)CCCN2C(=O)NC(C)(C)C2=O)cc1
  A: 7%; B: .; C: .; D: 6%; E: -8%; F: .

COc1cccc(C(=O)Nc2nc(-c3ccc4c(c3)OCO4)cs2)c1
  A: 1%; B: 3; C: -6%; D: 1%; E: 1%; F: 16

COCCSc1nnc(NC(=O)c2ccco2)s1
  A: 53%[activator]; B: 20*; C: -23%; D: ?; E: -27%; F: 36

COc1cc(-c2noc(CCCC(=O)NCc3ccco3)n2)cc(OC)c1OC
  A: ?; B: -1; C: 3%; D: ?; E: 45µM*; F: -6

Cc1ccc(S(=O)(=O)NCc2ccccc2)cc1C(=O)N(C)Cc1ccccc1F
  A: 8%; B: 0; C: .; D: 16%; E: -27%; F: 10

CCC(C)NC(=O)CNC(=S)N(Cc1ccccc1F)C1CCCCC1 (stereo unspecified)
  A: 0%; B: -4; C: -3%; D: ?; E: 27%; F: 32

O=C(COc1ccc(Cl)cc1)N1CCCCCCC1
  A: 49%[activator]; B: 13; C: 0%; D: ?; E: -6%; F: 7

Cn1c(=O)[nH]c(=O)c2c1nc(Sc1nc3ccccc3s1)n2Cc1ccccc1
  A: ?; B: 13; C: 0%; D: 36%[activator]; E: 0%; F: 35

Remaining list, next part:
Letters – A = Pf growth 48h; B = Cycloheximide cs; C = Giardia FBPA inh; D = Pf growth 96h; E = Sm TGR block; F = Shiga toxin inh
CCSc1cc(C)nc2c(-c3ccccc3)c(C)nn12
  A: .; B: 10; C: 4%; D: ?; E: 5%; F: -2

Cc1cccc(OCCNC(=O)CSc2ccc(C(F)(F)F)cc2[N+](=O)[O-])c1
  A: -9%; B: -2; C: 1%; D: 331%[activator]; E: -20%; F: -8

Cc1c(NC(=O)c2ccccc2N)cccc1C(=O)O
  A: 182%[activator]; B: 25*; C: 1%; D: ?; E: 0%; F: 46*

COc1cccc(CN2CCNC(=O)C2CC(=O)NCCn2cccn2)c1OC (stereo unspecified)
  A: -2%; B: -3; C: -5%; D: ?; E: 15%; F: 11

Cc1c(C(=O)N2CCCC2)oc2c1-c1nn(CC(=O)NCCCN3CCCCC3C)cc1CC2 (stereo unspecified)
  A: 0%; B: 34; C: ?; D: ?; E: ?; F: 0

COC(=O)c1sccc1NC(=O)c1ccc(C#N)cc1
  A: 24%; B: -4; C: -1%; D: 9%; E: ?; F: -5

CCN(C(=O)COc1ccc(C(=O)c2ccccc2)cc1)c1ccccc1
  A: ?; B: 8; C: 5%; D: 12µM*; E: 2%; F: -10

O=C(N/N=C/c1c(O)n(-c2cccc3ccccc23)c(=O)[nH]c1=O)c1ccncc1
  A: 10%; B: 1; C: 21%; D: 51%[activator]; E: 14µM*; F: 39

CC1=C(/C=C/C(C)=C/C=C/C(C)=C/CO)C(C)(C)CCC1
  A: ?; B: .; C: 3%&0%; D: 11µM*; E: .; F: .

CCOC(=O)c1c(NC(=O)C2c3ccccc3Oc3ccccc32)sc(C(N)=O)c1C
  A: .; B: 1; C: 4%; D: ?; E: -12%; F: -9

Following part
Letters – A = Pf growth 48h; B = Cycloheximide cs; C = Giardia FBPA inh; D = Pf growth 96h; E = Sm TGR block; F = Shiga toxin inh
O=C(NCc1ccccc1)c1ccc(CS(=O)(=O)Cc2ccccc2F)o1
  A: -25%; B: -6; C: -1%; D: ?; E: ?; F: 7

C=CCn1c(N)c(C(=O)OCCC)c2nc3ccccc3nc21
  A: 0%; B: -7; C: -21%; D: ?; E: ?; F: -26

CC(C)Nc1nc(N)c(C(=O)C23CC4CC(CC(C4)C2)C3)s1
  A: -24%; B: -1; C: 1%; D: -1%; E: -14%; F: -2

Cc1ccc(NC(=O)CCC(=O)OC(C)C(=O)c2ccccc2)cc1 (stereo unspecified)
  A: 27%; B: -4; C: .; D: 32%[activator]; E: -3%; F: -1

CCOC(=O)C1=C(C)NC(=O)C(C(N)=O)C12CCCC2 (stereo unspecified)
  A: .; B: -2; C: 1%; D: -9%; E: -5%; F: -7

O=S(=O)(Nc1ccc(-n2cccc2)cc1)c1ccc(Cl)c(Cl)c1
  A: 2%; B: -3; C: 1%; D: 11%; E: 8%; F: 2

Cc1cc2oc(=O)cc(CN(C)Cc3ccc(OC(F)F)cc3)c2cc1Cl
  A: ?; B: -1; C: -3%; D: 2.6µM*; E: 26%; F: 18

NC(=O)Cc1ccc(C(=O)c2ccccc2F)s1
  A: 11%; B: 15; C: 8%; D: 60%[activator]; E: 8%; F: 38*

Cc1cccc(NC(=S)NCCc2ccccc2)n1
  A: ?; B: 6; C: ?; D: ?; E: ?; F: 21

Cc1ccc2c(C)nc(NC3=NCN(CCc4ccccc4)CN3)nc2c1
  A: 2.6µM*; B: -5; C: 5%; D: 239%[activator]; E: -12%; F: -13

Gathered by group, the entries above with a halogen.
Letters – A = Pf growth 48h; B = Cycloheximide cs; C = Giardia FBPA inh; D = Pf growth 96h; E = Sm TGR block; F = Shiga toxin inh
Cc1ccc(NS(=O)(=O)c2ccc3[nH]c(=O)oc3c2)cc1Cl
  A: ?; B: .; C: .; D: -10%; E: -22%; F: .

O=C(NCc1ccccc1Cl)c1cc(=O)[nH]c2ccccc12
  A: 2%; B: -1; C: 6%; D: 8%; E: 50µM*; F: 3

Cc1ccccc1NC(=O)OCc1cccnc1Oc1ccc(Cl)cc1
  A: ?; B: 1; C: -8%; D: ?; E: 2%; F: 17

Cc1ccc(S(=O)(=O)NCc2ccccc2)cc1C(=O)N(C)Cc1ccccc1F
  A: 8%; B: 0; C: .; D: 16%; E: -27%; F: 10

CCC(C)NC(=O)CNC(=S)N(Cc1ccccc1F)C1CCCCC1 (stereo unspecified)
  A: 0%; B: -4; C: -3%; D: ?; E: 27%; F: 32

O=C(COc1ccc(Cl)cc1)N1CCCCCCC1
  A: 49%[activator]; B: 13; C: 0%; D: ?; E: -6%; F: 7

Cc1cccc(OCCNC(=O)CSc2ccc(C(F)(F)F)cc2[N+](=O)[O-])c1
  A: -9%; B: -2; C: 1%; D: 331%[activator]; E: -20%; F: -8

O=C(NCc1ccccc1)c1ccc(CS(=O)(=O)Cc2ccccc2F)o1
  A: -25%; B: -6; C: -1%; D: ?; E: ?; F: 7

O=S(=O)(Nc1ccc(-n2cccc2)cc1)c1ccc(Cl)c(Cl)c1
  A: 2%; B: -3; C: 1%; D: 11%; E: 8%; F: 2

Cc1cc2oc(=O)cc(CN(C)Cc3ccc(OC(F)F)cc3)c2cc1Cl
  A: ?; B: -1; C: -3%; D: 2.6µM*; E: 26%; F: 18

NC(=O)Cc1ccc(C(=O)c2ccccc2F)s1
  A: 11%; B: 15; C: 8%; D: 60%[activator]; E: 8%; F: 38*
